ADAM17 inh – ADAM17 inhibitors, primary screen, biochemical, QFRET; inhibition, % at 6.95 µM; Disintegrin and metalloproteinase domain-containing protein 17 (Homo sapiens), P78536; AID 720648, 2013; 0.83% of 370,000 active; recombinant ADAM17, EDANS/DABCYL FRET peptide cleavage;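 active = inhibition above the mean of compounds lying between control limits plus 3 SD, set per campaign, cut at about 8.5% in these data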;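 note: 0% = DMSO-only wells as the low control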
PLC-gamma1 inh – PLC-gamma1 enzyme inhibitors, primary screen, biochemical, fluorescence, purified enzyme | fluorogenic substrate | inhibition, % at 12.2 µM | 0.84% of 370,000 active; in the data active = inhibition above about 9.5%
DDE Tn7 FP inh – inhibitors of Tn7 peptide binding to fibrin DD(E), primary screen, biochemical, fluorescence polarization, human fibrin, Tn7 probe; FP displacement of FITC-Tn7 peptide from fibrin DD(E); 0% = median of compound wells per plate; inhibition, % at 8.3 µM; 0.13% of 370,000 active;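 active = inhibition above the mean of compounds falling within the control limits plus 3 SD of them, cut at about 14% in these data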;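 note: 0% = plate median of compound wells and 100% = 10 µM Aha-Tn7 peptide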
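System: human fibrin DD(E); quantity: Fibrin-DD(E) at 2 µM final; also added: fluorescent Tn7 probe at 0.1 µM; compound dosing: single nominal test concentration of 8.3 µM per compound; schedule: 10 min preincubation, 3 h with tracer, room temperature; detection: fluorescence polarization of the labelled Tn7 tracer; repeats: one replicate per compound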
KLK7 zymogen act – proKLK7 zymogen activators, primary screen, biochemical, fluorescence intensity. purified proKLK7, EDANS-DABCYL substrate fluorescence; 100% is mature enzyme control, 0% vehicle. activation, % at 7 µM. Kallikrein-7 (Homo sapiens), P49862. 0.9% of 370,000 active;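 active = activation above the mean of all tested compounds plus 3 SD, computed per campaign excluding outliers beyond control limits, cut at about 13% in these data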
Target sequence (P49862 whole entry, looked up): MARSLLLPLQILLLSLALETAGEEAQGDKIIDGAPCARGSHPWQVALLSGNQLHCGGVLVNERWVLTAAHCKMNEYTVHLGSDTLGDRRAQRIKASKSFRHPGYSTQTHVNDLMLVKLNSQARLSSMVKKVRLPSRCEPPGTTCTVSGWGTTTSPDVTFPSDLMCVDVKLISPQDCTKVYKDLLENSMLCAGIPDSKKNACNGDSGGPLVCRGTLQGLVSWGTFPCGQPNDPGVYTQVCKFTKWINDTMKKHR
MBD2 inh – inhibitors of MBD2 binding to methylated DNA, primary screen, biochemical, TR-FRET, DNA-binding domain, human; 0.31% of 370,000 active; MBD2 binding to methylated oligonucleotide; AID 686964, 2013; inhibition, % at 4.4 µM; in the data active = inhibition above about 13%
UHRF1 MBD2 ctr – UHRF1 methylated DNA binding inhibitors, primary screen, counter-screen for MBD2 inhibitor project, biochemical, TR-FRET, human UHRF1, single concentration. UHRF1 binding to methylated oligo. 0.75% of 370,000 active. E3 ubiquitin-protein ligase UHRF1 (Homo sapiens), Q96T88. inhibition, % at 4.4 µM; in the data active = inhibition above about 21%;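 note: UHRF1 SRA domain binding a hemimethylated CpG hairpin DNA probe; 0% = median of test compound wells and 100% = reference inhibitor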
ASAP1 GAP inh – inhibitors of human ASAP1 ArfGAP activity, primary screen, biochemical, fluorescence polarization. ASAP1-stimulated ARF1 GTP hydrolysis, GDP FP detection. 0.19% of 360,000 active. AID 624377, 2012. inhibition, % at 16.5 µM; in the data active = inhibition above about 25%;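 note: 0% = vehicle with enzyme and substrate and 100% = no enzyme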
Target sequence (Q9ULH1 325-724 limits assumed): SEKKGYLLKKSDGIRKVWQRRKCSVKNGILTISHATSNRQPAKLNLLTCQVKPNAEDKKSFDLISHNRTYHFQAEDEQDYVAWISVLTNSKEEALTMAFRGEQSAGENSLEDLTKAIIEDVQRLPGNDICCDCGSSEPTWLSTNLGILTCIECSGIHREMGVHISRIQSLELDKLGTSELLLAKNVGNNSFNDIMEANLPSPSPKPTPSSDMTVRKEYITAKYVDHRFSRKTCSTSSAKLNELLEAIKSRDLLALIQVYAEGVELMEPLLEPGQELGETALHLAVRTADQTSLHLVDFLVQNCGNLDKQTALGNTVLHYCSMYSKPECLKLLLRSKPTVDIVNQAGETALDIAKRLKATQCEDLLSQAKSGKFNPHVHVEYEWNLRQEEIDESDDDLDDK
ARFGAP1 inh – inhibitors of rat ARFGAP1 GAP activity, primary screen, biochemical, fluorescence polarization, GDP tracer; 0.26% of 360,000 active; AID 651572, 2012; Arfgap1-stimulated ARF1 GTP hydrolysis, GDP FP detection; ADP-ribosylation factor GTPase-activating protein 1 (Rattus norvegicus), Q62848; inhibition, % at 16.5 µM;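 active = inhibition above a per-plate limit, mean inhibition of low control wells plus 3 SD, cut at about 25% in these data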;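 note: 0% = DMSO wells with enzyme and 100% = wells lacking Arfgap1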
Target sequence (Q62848 1-136 limits assumed): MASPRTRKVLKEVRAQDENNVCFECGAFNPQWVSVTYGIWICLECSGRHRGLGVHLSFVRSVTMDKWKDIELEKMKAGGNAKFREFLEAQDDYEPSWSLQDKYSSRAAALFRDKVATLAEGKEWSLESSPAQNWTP
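Material: truncated rat Arfgap1 GAP domain; Incubation: compound-enzyme preincubation 20 min, reaction 120 min, detection 60 min, 25 °C; Read-out: percent inhibition of Arfgap1-stimulated GTP hydrolysis; Technique: FP, GDP Alexa 633 tracer displaced from anti-GDP antibody, 620/688 nm; Controls: No-Arfgap1 wells (100%) versus DMSO full-reaction wells (0%); Replication: single well per compound.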
DDE Tn6 FP inh – inhibitors of Tn6 peptide binding to fibrin DD(E), primary screen, biochemical, fluorescence polarization, human fibrin, Tn6 probe; Fibrin DD(E) TRITC-Tn6 fluorescence polarization displacement; 0.21% of 370,000 active; inhibition, % at 8.3 µM;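 active = inhibition above a per-campaign cutoff: mean of compounds within control limits plus 3 SD, cut at about 15% in these data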;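 note: 0% = median of all compound wells on the plate and 100% = blocking peptide control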
PLCb3 inh – human PLC-beta3 inhibitors, primary screen, biochemical, fluorescence; 0.18% of 370,000 active; Purified PLC-beta3, fluorogenic substrate; AID 720704, 2013; inhibition, % at 12.2 µM; in the data active = inhibition above about 11%;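 note: 0% = median of compound wells on plate and 100% = full blocker control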
Starred values were filed as active, the others as inactive. Compounds were not picked by outcome (roughly 4.1% active in at least one column).

Screening O=C(NCCN1CCOCC1)C1CC(=O)N(c2ccc(F)c(Cl)c2)C1 (configuration not stated) returned ADAM17 inh 0, PLC-gamma1 inh 0, DDE Tn7 FP inh -3, KLK7 zymogen act 1.0, MBD2 inh 2, UHRF1 MBD2 ctr 1, ASAP1 GAP inh 10, ARFGAP1 inh 6, DDE Tn6 FP inh -5 and PLCb3 inh 3.
`Cc1cc(C)n(-c2cc(N3CCN(C(=O)c4cccc(Br)c4)CC3)ccc2[N+](=O)[O-])n1` gave ADAM17 inh 1, PLC-gamma1 inh 2, DDE Tn7 FP inh -1, KLK7 zymogen act -0.6, MBD2 inh -3, UHRF1 MBD2 ctr -3, ASAP1 GAP inh 5, ARFGAP1 inh -3, DDE Tn6 FP inh 4 and PLCb3 inh 4.
Screening COCCNC(=O)c1ccc(N2CC3CC(C2)c2cccc(=O)n2C3)c(NC(=O)c2ccc(F)cc2)c1 (configuration not stated) returned ADAM17 inh -3, PLC-gamma1 inh 6, DDE Tn7 FP inh -1, KLK7 zymogen act 0.6, MBD2 inh -1, UHRF1 MBD2 ctr 3, ASAP1 GAP inh -6, ARFGAP1 inh -7, DDE Tn6 FP inh 5 and PLCb3 inh 0.
Screening CCSc1ccccc1C(=O)Nc1ccc([N+](=O)[O-])cc1OC returned ADAM17 inh 3, PLC-gamma1 inh 1, DDE Tn7 FP inh 5, KLK7 zymogen act -0.8, MBD2 inh -6, UHRF1 MBD2 ctr -3, ASAP1 GAP inh -1, ARFGAP1 inh 6, DDE Tn6 FP inh -7 and PLCb3 inh 3.
Screening CCN1C(=O)[C@H]2[C@@H](c3ccc(SC4CCCCC4)cc3)N3CCCC[C@@]3(C(=O)OC)[C@H]2C1=O returned ADAM17 inh 1, PLC-gamma1 inh 2, DDE Tn7 FP inh -5, KLK7 zymogen act 0.3, MBD2 inh 1, UHRF1 MBD2 ctr 3, ASAP1 GAP inh 7, ARFGAP1 inh 13, DDE Tn6 FP inh -2 and PLCb3 inh 3.
For O=C(CSc1ccccc1F)NNC(=O)c1ccncc1 the results were ADAM17 inh 1, PLC-gamma1 inh 0, DDE Tn7 FP inh -7, KLK7 zymogen act -0.1, MBD2 inh -7, UHRF1 MBD2 ctr 0, ASAP1 GAP inh 1, ARFGAP1 inh -1, DDE Tn6 FP inh 4 and PLCb3 inh 0.
CC1(Cc2ccccc2C#N)C(=O)Nc2ccc(-c3ccccc3)cc21 (configuration not stated) was read as ADAM17 inh 9, PLC-gamma1 inh -1, DDE Tn7 FP inh 2, KLK7 zymogen act 0.3, MBD2 inh 5, UHRF1 MBD2 ctr 2, ASAP1 GAP inh 0, ARFGAP1 inh 12, DDE Tn6 FP inh -7 and PLCb3 inh 0.
CCOc1ccccc1NC(=O)C1CCN(S(=O)(=O)c2c(C)noc2C)CC1 was read as ADAM17 inh -5, PLC-gamma1 inh -3, DDE Tn7 FP inh 1, KLK7 zymogen act 0.2, MBD2 inh 7, UHRF1 MBD2 ctr -1, ASAP1 GAP inh -1, ARFGAP1 inh 3, DDE Tn6 FP inh 0 and PLCb3 inh 0.
For O=C(NC(=S)Nc1nc2ccc(F)cc2s1)c1ccco1 the results were ADAM17 inh 0, PLC-gamma1 inh -1, DDE Tn7 FP inh 3, KLK7 zymogen act 0.1, MBD2 inh 1, UHRF1 MBD2 ctr -2, ASAP1 GAP inh -5, ARFGAP1 inh -7, DDE Tn6 FP inh -2 and PLCb3 inh -4.
For CN(C(=O)c1ccccc1C(=O)OCC(=O)c1ccc(Br)cc1)c1ccccc1 the results were ADAM17 inh 2, PLC-gamma1 inh 0, DDE Tn7 FP inh -1, KLK7 zymogen act 0.3, MBD2 inh 1, UHRF1 MBD2 ctr 1, ASAP1 GAP inh -10, ARFGAP1 inh -1, DDE Tn6 FP inh -5 and PLCb3 inh -1.
COc1ccc(NC(=O)CC2S/C(=N\c3nccs3)N(C)C2=O)cc1 (configuration not stated) was read as ADAM17 inh 3, PLC-gamma1 inh -1, DDE Tn7 FP inh -5, KLK7 zymogen act 0.1, MBD2 inh -3, UHRF1 MBD2 ctr -3, ASAP1 GAP inh 4, ARFGAP1 inh -2, DDE Tn6 FP inh -5 and PLCb3 inh 1.
COc1ccccc1NC(=O)c1cccc(S(=O)(=O)N2CCN(c3ccccc3)CC2)c1 was read as ADAM17 inh -7, PLC-gamma1 inh 6, DDE Tn7 FP inh 2, KLK7 zymogen act -3.3, MBD2 inh 0, UHRF1 MBD2 ctr 5, ASAP1 GAP inh -11, ARFGAP1 inh -3, DDE Tn6 FP inh -20 and PLCb3 inh -5.
N#CCC(=O)N1CCn2c1nc1ccccc12 was read as ADAM17 inh -5, PLC-gamma1 inh -3, DDE Tn7 FP inh 3, KLK7 zymogen act -0.1, MBD2 inh 6, UHRF1 MBD2 ctr -1, ASAP1 GAP inh 1, ARFGAP1 inh 3, DDE Tn6 FP inh 0 and PLCb3 inh -7.
CCOc1cc(/C=C2/SC(=S)N(CC3CCCO3)C2=O)ccc1O (configuration not stated) was read as ADAM17 inh 4, PLC-gamma1 inh -26, DDE Tn7 FP inh -2, KLK7 zymogen act -0.1, MBD2 inh -4, UHRF1 MBD2 ctr -1, ASAP1 GAP inh -7, ARFGAP1 inh 2, DDE Tn6 FP inh -2 and PLCb3 inh -39.
For O=C(c1ccc2ccccc2n1)N1CCN(c2ccccc2O)CC1 the results were ADAM17 inh -4, PLC-gamma1 inh 0, DDE Tn7 FP inh -2, KLK7 zymogen act -0.1, MBD2 inh -4, UHRF1 MBD2 ctr 0, ASAP1 GAP inh 15, ARFGAP1 inh 2, DDE Tn6 FP inh 0 and PLCb3 inh 2.
For O=C(CCC(=O)N1CCN(S(=O)(=O)c2ccccc2)CC1)c1ccc(Br)cc1 the results were ADAM17 inh -1, PLC-gamma1 inh -4, DDE Tn7 FP inh 2, KLK7 zymogen act -0.3, MBD2 inh 1, UHRF1 MBD2 ctr 0, ASAP1 GAP inh -2, ARFGAP1 inh -11, DDE Tn6 FP inh -3 and PLCb3 inh 3.
Cc1cccc(NC(=O)c2ccc3ccccc3n2)c1C was read as ADAM17 inh 0, PLC-gamma1 inh 2, DDE Tn7 FP inh -4, KLK7 zymogen act 0.6, MBD2 inh 1, UHRF1 MBD2 ctr 2, ASAP1 GAP inh 7, ARFGAP1 inh 11, DDE Tn6 FP inh -10 and PLCb3 inh -2.
`CCOc1ccccc1N1CCN(C(=O)c2cc(S(=O)(=O)N3CCCCC3)ccc2C)CC1` gave ADAM17 inh -3, PLC-gamma1 inh 1, DDE Tn7 FP inh 7, KLK7 zymogen act -0.1, MBD2 inh 2, UHRF1 MBD2 ctr 1, ASAP1 GAP inh 8, ARFGAP1 inh -10, DDE Tn6 FP inh 5 and PLCb3 inh -9.
COC(=O)c1ccc(C)c(NC(=O)c2c(-c3ccccc3)noc2C)c1 was read as ADAM17 inh -2, PLC-gamma1 inh 0, DDE Tn7 FP inh 2, KLK7 zymogen act 0.5, MBD2 inh 3, UHRF1 MBD2 ctr 2, ASAP1 GAP inh -3, ARFGAP1 inh -4, DDE Tn6 FP inh 6 and PLCb3 inh 3.
COc1cc(SC#N)ccc1N=Cc1c(C)[nH]n(-c2ccc(C)cc2C)c1=O was read as ADAM17 inh -1, PLC-gamma1 inh -12, DDE Tn7 FP inh -2, KLK7 zymogen act 0.4, MBD2 inh -8, UHRF1 MBD2 ctr -4, ASAP1 GAP inh -3, ARFGAP1 inh 4, DDE Tn6 FP inh 2 and PLCb3 inh -10.
O=C(COc1ccccc1Cl)N1CCCCCCC1 was read as ADAM17 inh 0, PLC-gamma1 inh 2, DDE Tn7 FP inh -11, KLK7 zymogen act -1.1, MBD2 inh 1, UHRF1 MBD2 ctr 0, ASAP1 GAP inh 1, ARFGAP1 inh 10, DDE Tn6 FP inh -2 and PLCb3 inh -2.
`CCOC(=O)CC[C@@H]1CC[C@]2(CCCN(Cc3ccc(Cl)cc3)C2)O1` gave ADAM17 inh -3, PLC-gamma1 inh -1, DDE Tn7 FP inh -4, KLK7 zymogen act -0.3, MBD2 inh -1, UHRF1 MBD2 ctr 1, DDE Tn6 FP inh 2 and PLCb3 inh -5.
Screening COc1ccc(CN2C(=O)C(Cc3ccccc3)Nc3ncnc(N4CCOCC4)c32)cc1 (configuration not stated) returned ADAM17 inh 2, PLC-gamma1 inh -1, DDE Tn7 FP inh -6, KLK7 zymogen act 0.9, MBD2 inh 4, UHRF1 MBD2 ctr -1, ASAP1 GAP inh 7, ARFGAP1 inh -2, DDE Tn6 FP inh -4 and PLCb3 inh 3.
O=C(Nc1ncccc1O)c1ccc(NS(=O)(=O)c2ccc3[nH]c(=O)[nH]c3c2)cc1 was read as ADAM17 inh -6, PLC-gamma1 inh -8, DDE Tn7 FP inh 5, KLK7 zymogen act -0.1, MBD2 inh -9, UHRF1 MBD2 ctr -6, ASAP1 GAP inh 9, ARFGAP1 inh 1, DDE Tn6 FP inh -2 and PLCb3 inh -15.
For COC(=O)CCC(=O)N1CCCC(C(=O)c2cc(F)ccc2F)C1 (configuration not stated) the results were ADAM17 inh 0, PLC-gamma1 inh 2, DDE Tn7 FP inh 8, KLK7 zymogen act 0.3, MBD2 inh -1, UHRF1 MBD2 ctr 2, ASAP1 GAP inh -3, ARFGAP1 inh 9, DDE Tn6 FP inh -7 and PLCb3 inh -1.
For O=C(NCc1ccncc1)[C@@H]1CCCN1C(=O)[C@@H]1CCCN1C(=O)c1ccccc1Cl the results were ADAM17 inh 0, PLC-gamma1 inh 2, DDE Tn7 FP inh 0, KLK7 zymogen act -0.7, MBD2 inh 1, UHRF1 MBD2 ctr -2, ASAP1 GAP inh 8, ARFGAP1 inh 4, DDE Tn6 FP inh 7 and PLCb3 inh 3.
For CC1(C(=O)NCc2cccs2)CCN1CCc1ccccc1 (configuration not stated) the results were ADAM17 inh -2, PLC-gamma1 inh 0, DDE Tn7 FP inh 4, KLK7 zymogen act 0.1, MBD2 inh -1, UHRF1 MBD2 ctr 0, ASAP1 GAP inh -2, ARFGAP1 inh -6, DDE Tn6 FP inh 4 and PLCb3 inh 0.

Source: PubChem BioAssay (The Scripps Research Institute Molecular Screening Center)
